# RAD54 branch: blocks human RAD54 Holliday junction branch migration; FAM/BHQ fluorescence; 0.14% of 360,000 active; Q92698; inhibition, % at 10.4 µM; AID 602329;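 active = mean normalized replicate activity at least 40 and at least half of replicates scoring 40 or more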;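 note: 0% = median of neutral control wells and 100% = median of positive control wells; inhibitors cause a drop in the FAM fluorescence signal; in these data hits start at about 50%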
# ERAP1 inh: inhibitors of human ERAP1 aminopeptidase | Q9NZ08 | recombinant ERAP1, Leu-AMC fluorescence, 60 min | inhibition, % at 10.7 µM | 0.15% of 340,000 active | AID 652197;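 active = mean replicate inhibition of at least 30%, or all replicates individually reaching that 30% level; inactive = mean below 30% and not every replicate reaching it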;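 note: 0% = neutral control wells and 100% = L-leucinethiol positive control wells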
# Target sequence (Q9NZ08 whole entry, looked up): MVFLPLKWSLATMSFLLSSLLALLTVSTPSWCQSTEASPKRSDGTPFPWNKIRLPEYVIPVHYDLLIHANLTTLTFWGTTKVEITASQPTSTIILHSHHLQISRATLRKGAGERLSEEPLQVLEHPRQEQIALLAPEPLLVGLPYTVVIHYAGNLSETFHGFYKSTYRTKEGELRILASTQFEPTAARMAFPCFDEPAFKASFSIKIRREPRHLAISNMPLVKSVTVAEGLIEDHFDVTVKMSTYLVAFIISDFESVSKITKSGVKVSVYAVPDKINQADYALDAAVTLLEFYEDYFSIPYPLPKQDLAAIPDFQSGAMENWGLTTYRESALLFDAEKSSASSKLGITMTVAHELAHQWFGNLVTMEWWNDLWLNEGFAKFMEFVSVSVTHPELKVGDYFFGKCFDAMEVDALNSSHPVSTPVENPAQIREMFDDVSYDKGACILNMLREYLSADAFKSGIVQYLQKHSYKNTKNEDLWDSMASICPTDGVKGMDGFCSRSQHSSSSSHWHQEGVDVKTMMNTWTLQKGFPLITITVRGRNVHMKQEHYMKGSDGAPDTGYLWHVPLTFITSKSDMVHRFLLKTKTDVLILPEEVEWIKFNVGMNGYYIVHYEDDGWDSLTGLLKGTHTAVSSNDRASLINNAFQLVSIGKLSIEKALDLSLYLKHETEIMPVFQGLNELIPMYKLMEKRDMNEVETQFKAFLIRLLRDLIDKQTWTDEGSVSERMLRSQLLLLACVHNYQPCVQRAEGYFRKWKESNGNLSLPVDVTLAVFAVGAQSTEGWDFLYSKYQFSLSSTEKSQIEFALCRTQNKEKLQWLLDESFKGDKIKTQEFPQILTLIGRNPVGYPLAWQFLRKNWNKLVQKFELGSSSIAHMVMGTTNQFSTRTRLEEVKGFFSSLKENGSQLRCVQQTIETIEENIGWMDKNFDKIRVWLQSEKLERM
# GSIS activator: primary screen for activators of insulin secretion dependent on glucose, INS-1E cells, GLuc reporter luminescence. 0.61% of 370,000 active. activation, % at 16.6 µM. AID 743287. INS-1E GLuc reporter insulin secretion, 2-3 h;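 active = lowest replicate activation of at least 40%, so every replicate reaches that level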;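 note: 0% = median of neutral control wells and 100% = median of IBMX positive control wells; some compounds called inactive have numbers as strong as hits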
# CFTR F508del cor: correctors of CFTR F508del function in bronchial epithelial cells; CFBE cells, YFP halide quenching; stimulated with forskolin plus potentiator P3; % fluorescence drop versus neutral controls; activity (quench increase), % at 7.58 µM; 0.36% of 350,000 active; AID 720511;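 active = mean added fluorescence quench of at least 8% versus neutral control, with both replicates also reaching 8%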;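 note: cells transiently co-express mutant CFTR-F508del with the halide-sensitive YFP; corrector assay measuring rescue of mutant channel to the surface after 24 h compound exposure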
# esBAF inh: inhibitors of esBAF chromatin remodeling in mouse ES cells. AID 602393. 2% of 350,000 active. Bmi1-luciferase knock-in reporter, 24 h; 100% = twice the neutral-well signal. reporter increase, % at 12.5 µM; in the data active = activation above about 40%;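 note: 0% = median of the plate's neutral control wells and 100% = double that signal; a rise in the Bmi1 reporter signal indicates esBAF inhibition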
# XiGFP reactiv: X-chromosome reactivation activator; XiGFP mouse fibroblasts, % GFP-positive cells imaging, 3 d; cells co-treated with 5-aza-dC sensitizer; scaled so ellipticine positive control = 100%; activation, % at 7.58 µM; 0.055% of 360,000 active;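 active = mean normalized replicate activation at least 10% and every replicate at or above 10%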;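 note: 0% = median of on-plate neutral control wells and 100% = ellipticine 6 µM median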
#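 Schedule: 3 d treatment, 15 min room-temperature fixation; system: 68-5-11 XiGFP fibroblast line; buffer or medium: DMEM plus 5-aza-dC sensitizer; control set: ellipticine 6 µM positive control; compound: one concentration, pinned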
# RAD52 inh: RAD52 (human) annealing inhibition; P43351; inhibition, % at 18.7 µM; 0.46% of 360,000 active; recombinant RAD52 DNA annealing, FRET fluorescence;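 active = every replicate showing at least 50% inhibition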
# ARNT TACC3 PPI: disruptors of human ARNT/TACC3 interaction. AlphaScreen His-ARNT PAS-B/GST-TACC3 binding, luminescence; TACC3 fragment carries E629A point mutation. inhibition, % at 9.99 µM. 0.66% of 390,000 active. AID 623870;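 active = mean inhibition of replicates at least 50% and at least half of replicates each reaching 50%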;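 note: 0% = complete ARNT plus TACC3 wells and 100% = ARNT alone without TACC3; many hits fall short of the cut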
# Numbers without * were called inactive; nt = not tested or not shown; & = joins results of further samples.
Structure	RAD54 branch	ERAP1 inh	GSIS activator	CFTR F508del cor	esBAF inh	XiGFP reactiv	RAD52 inh	ARNT TACC3 PPI
CC(C)NC(=O)N1Cc2cc(C(=O)NCC(F)(F)F)nc(-c3cccc(-c4cc5ccccc5o4)c3)c2[C@@H]1CCO	nt	0	10&4	-4.7&-0.3	nt	0.2&-0.1	-20&-28	nt
CCN(CCn1cccn1)Cc1nc(-c2ccc(OC)cc2)no1	4	3	3	0.0	5	0.2	-6	-5
CC(C)NC(=O)N(C)C[C@H]1Oc2ccc(NS(=O)(=O)c3ccc(F)cc3)cc2CC(=O)N([C@@H](C)CO)C[C@@H]1C	-9	-1	4	-1.0	2	-0.2	-8	-1
C[C@@H]1CN([C@@H](C)CO)C(=O)c2cc(NS(=O)(=O)c3ccc(Cl)cc3)ccc2O[C@H]1CN(C)Cc1ccc(-c2ccccc2)cc1	6	2	-9	3.7	-2	0.2	-12	2
C[C@@H]1CN([C@H](C)CO)C(=O)c2cc(NC(=O)CCCN(C)C)ccc2O[C@@H](C)CCCCO[C@@H]1CN(C)Cc1ccc2c(c1)OCO2	-22	5	1	0.5	-2	0.0	9	7
CCCCn1c(N)c(N(CCC(C)C)C(=O)COC(=O)c2ccc([N+](=O)[O-])s2)c(=O)[nH]c1=O	2	0	-25	0.6	-7	-0.1	-8	14
C/C(=N\NC(=O)c1cccc(N/N=C(\C)c2ccc([N+](=O)[O-])cc2)c1)c1ccc([N+](=O)[O-])cc1	nt	0	12	1.1	nt	0.0	-5	2
CN1C(=O)C(CC(=O)NCC2CCCCC2)SC1=Nc1ccccc1 (stereo not given)	nt	0	-18	0.8	nt	0.0	-2	nt
COC(=O)c1cc(OC)c(OC)cc1NC(=O)CCNC(=O)c1ccco1	-6	2	18	-2.3	-4	0.0	-7	-1
CN1C(=O)CS(=O)(=O)C1c1ccccc1 (stereo not given)	-8	0	nt	-0.4	nt	nt	3	-7
CCCC1CCC(=NNS(=O)(=O)c2ccc(C)c([N+](=O)[O-])c2)CC1 (stereo not given)	nt	2	-11	nt	nt	0.2	-3	0
O=C(Cn1ccc([N+](=O)[O-])n1)N1CCCc2ccccc21	6	-9	-8	2.9	9	nt	-32	2
CCOC(=O)Cn1c(C)cc(COC)c(C#N)c1=O	nt	0	-2	3.3	nt	0.1	-3	1
CN(CC(=O)Nc1ccc(F)cc1)C(=O)c1ccc2ccccc2n1	-4	-2	-7	-0.9	7	0.1	5	1
C[C@@H]1CCCCO[C@@H](CN(C)C(=O)Nc2cccc3ccccc23)[C@H](C)CN([C@H](C)CO)C(=O)c2cc(NC(=O)Nc3ccc4c(c3)OCO4)ccc2O1	-3	1	8	2.3	12	0.0	-1	-4
OCCN1CCN(c2ncnc3c2ncn3[C@H]2CN(Cc3cccs3)C[C@@H](CO)O2)CC1	-7	3	-1	0.6	-2	0.0	-21	nt
O=C(Nc1nccs1)[C@@H]1[C@@H](CO)[C@@H]2Cn3c(cccc3=O)[C@H]1N2C(=O)C1CCC1	1	5	4	1.3	-7	0.0	16	nt
C[C@H]1CN([C@@H](C)CO)C(=O)Cc2cc(NS(=O)(=O)c3ccccc3)ccc2O[C@H]1CN(C)C(=O)Nc1ccc2c(c1)OCO2	nt	nt	-1	1.9	7	-0.9	nt	nt
CC(C)c1ccc(NC(=O)CSc2nc(=O)n(CCCN3CCOCC3)c3c2CCCC3)cc1	-2	-7	-11	5.1	3	0.1	-1	2
COc1ccc(NC(=O)Nc2ccc3c(c2)C(=O)N([C@@H](C)CO)C[C@@H](C)[C@@H](CN(C)C(=O)Cc2ccccc2)OCCCC[C@@H](C)O3)cc1	1	6	-18	-3.4	1	0.0	-26	-1

# Next entries follow:
Structure	RAD54 branch	ERAP1 inh	GSIS activator	CFTR F508del cor	esBAF inh	XiGFP reactiv	RAD52 inh	ARNT TACC3 PPI
CCOc1ccccc1Nc1nnc(SCC(=O)N(C)C2CCS(=O)(=O)C2)s1 (stereo not given)	nt	-1	nt	-1.5	7	0.1	0	nt
COc1ccc(NC(=O)C2Cc3c(-c4ccc(NC(C)=O)cc4)ccnc3O2)cc1 (stereo not given)	-1	2	nt	-2.1	-3	0.2	-3	nt
Nc1ncnc2c1ncn2[C@@H]1O[C@H](COP(=O)(O)O)[C@@H](O)[C@H]1O	-3	-2	nt	0.8	-2	0.1	-12	-1
COc1cc2ccccc2cc1C(=O)OCc1nc2ccsc2c(=O)[nH]1	6	-1	6	3.0	6	-0.1	-8	4
CCOC(=O)COc1ccc([N+](=O)[O-])cc1	nt	1	0	2.5	nt	0.0	-3	-5
CCCOc1ccc(C(=O)NCCN2CCOCC2)cc1	-2	-1	8	2.2	2	0.0	-17	-3
COc1ccccc1C(=O)Nc1ccc2c3c(cccc13)CC2	-4	-2	nt	nt	62*	-0.1	-51	2
O=C(/C=C/c1cccc(F)c1)N1CCN(c2ncccn2)CC1	11	4	nt	4.5	16	0.2	3	-5
CCn1c(SCC(=O)N2CCCC2=O)nnc1-c1cccs1	-16	6	10	4.9	-7	0.0	-10	nt
N#C/C(=C\c1ccccc1C(F)(F)F)C(=O)Nc1ccccc1F	-7	nt	-39	nt	nt	0.0	nt	-1
Cc1ccc(NC(=O)COC(=O)c2cccc3c(=O)c(C)c(-c4ccccc4)oc23)cc1	2	6	-8	nt	nt	0.1	-8	-8
C[C@H](NC(=O)C[C@H]1CC[C@H](NS(=O)(=O)c2cccc(F)c2)[C@H](CO)O1)c1ccccc1	6	1	-1	1.1	-3	-0.4	-1	-3
Cc1ccccc1Nc1scc(-c2ccc(Br)cc2)[n+]1-c1ccccc1C	-8	13	7	nt	-3	0.0	0	nt
COc1cc(NC(=O)COc2ccccc2C)ccc1NC(=O)c1ccco1	-5	-2	-10	-0.6	14	-0.1	-28	2
O=C(NCc1ccccc1)c1ccc(Cl)c(NC2=NC3CS(=O)(=O)CC3S2)c1 (stereo not given)	5	4	13	1.4	0	0.0	-5	-2
COc1ccc(CC(NC(C)=O)C(=O)NC2CCN(c3c(Cc4ccccc4)c(C)nc4ncnn34)CC2)c(OC)c1 (stereo not given)	nt	-3	5	-3.6	nt	0.0	-4	-1
CCCNC(=O)N1C[C@@H]2[C@H](c3ccccc31)[C@H](CO)N2C(=O)Nc1ccc(F)cc1	-7	1	-8	1.1	1	0.2	5	2
COc1ccc(N=Cc2c(O)[nH]c3ccccc23)cc1	-4	nt	17	nt	7	nt	nt	-5
COC(=O)C1=CN(Cc2ccc(OC)c(OC)c2)C=C(C(=O)OC)C1c1ccc(F)cc1	1	-11	nt	nt	12	0.1	-6	-30
COCC(C)NC(=O)/C(=C/c1ccccc1)c1ccccc1 (stereo not given)	nt	13	12	-2.2	-1	0.1	14	9

# Going on with the list:
Structure	RAD54 branch	ERAP1 inh	GSIS activator	CFTR F508del cor	esBAF inh	XiGFP reactiv	RAD52 inh	ARNT TACC3 PPI
CCOc1nc(C)ccc1-c1noc(-c2ccco2)n1	-8	2	1	-0.7	26	nt	9	-5
CCOc1ccc(Br)cc1CNc1ccc2c(c1)OCCO2	-1	5	-14	-3.1	nt	0.1	0	3
O=C(Cc1n[nH]c(=O)c2ccccc12)OCC(=O)c1ccc(OC(F)F)cc1OC(F)F	-3	-2	4	3.3	2	0.1	-20	-6
O=C(NC1CCCCC1)N1CC(=O)N2[C@@H](CO)[C@@H](c3ccc(-c4ccccc4)cc3)[C@@H]2C1	nt	0	-16	-2.2	nt	0.1	8	nt
CCOC(=O)C1(CCOc2ccccc2)CCN(Cc2cc(OC)cc(OC)c2)CC1	0	-1	-48	0.4	-7	0.0	-6	-13
Cc1cc(NCc2ccccc2)nc(-c2ccccc2O)n1	7	4	-15	nt	23	nt	4	-12
Cc1ccc(CN2CCN(/N=C/C=C/c3ccccc3[N+](=O)[O-])CC2)cc1	1	2	-13	-0.1	7	0.0	-19	19
C[C@H]1CN([C@@H](C)CO)C(=O)c2cc(C3=CCCC3)cnc2O[C@H]1CN(C)C	-2	0	17	0.6	-2	-1.1	3	2
O=C(Nc1ccccc1)N1CCCC1c1cccs1 (stereo not given)	-4	0	24	1.3	nt	0.0	-5	-3
CC(=O)c1ccc(Oc2ccc(C(=O)c3ccc(C)c(C)c3)cc2[N+](=O)[O-])cc1	2	-3	4	nt	-7	0.0	-9	-3
CCCN(CC(=O)Nc1ccccc1C)C(=O)c1ccc2ccccc2n1	nt	-1	0	0.2	0	0.1	20	3
COC(=O)C(=Nc1ccccc1)/C(C(=O)C(=O)N(C)c1ccccc1)=C(\O)c1ccc(Cl)cc1	nt	2	-12	-2.5	nt	0.0	-18	-1
CCCN1[C@@H]2Cn3c(ccc(-c4ccc(F)cc4)c3=O)[C@H]1[C@@H](C(=O)NCC)[C@@H]2CO	nt	1	-4	-0.1	nt	0.3	4	nt
COc1ccccc1CNC(=O)C[C@H]1CC[C@@H]2[C@H](COC[C@@H](O)CN2Cc2ccc3c(c2)OCO3)O1	2	-1	-3	-1.7	2	0.1	-2	1
CC=Cc1ccc2n(c1=O)C[C@H]1[C@H](CO)[C@@H](C(=O)NC3CCC3)N(Cc3ccncc3)[C@@H]21 (mixture of isomers)	nt	3	4	3.2	nt	0.4	-34	nt
COc1ccc(NC(=O)CSCC(=O)Nc2nnc(C3CC3)s2)cc1	-2	4	19	-1.0	-6	-0.1	-11	nt
CC(=O)Nc1ccc(S(=O)(=O)NCC(=O)OCC(=O)NC(=O)c2cccn2C)cc1	-4	5	3	-1.9	0	-0.1	-12	0
C[C@@H]1CCCCO[C@H](CN(C)S(=O)(=O)c2cccs2)[C@@H](C)CN([C@H](C)CO)C(=O)c2cc(NC(=O)CCC(F)(F)F)ccc2O1	-2	4	0	-1.1	3	-0.1	-14	6
O=C(Cc1cccnc1)N1CC2(C1)[C@H](c1ccccc1)[C@H](CO)N2C(=O)C1CCCCC1	nt	-3	-12	-3.2	nt	5.0	-4	nt
O=C(CCc1ccccc1)NC(c1cccs1)c1cc(Cl)c2cccnc2c1O (stereo not given)	nt	-4	-12	-3.5	nt	0.6	-8	-5

# (more compounds)
Structure	RAD54 branch	ERAP1 inh	GSIS activator	CFTR F508del cor	esBAF inh	XiGFP reactiv	RAD52 inh	ARNT TACC3 PPI
COc1ccccc1Nc1nnc(Cc2ccccc2)c(=O)[nH]1	nt	2	nt	2.5	nt	0.1	-24	-4
CC(C)CC#Cc1cnc2c(c1)C(=O)N([C@@H](C)CO)C[C@@H](C)[C@@H](CN(C)C(=O)c1ccccc1F)O2	14	0	-7	-1.1	3	0.1	0	22
Cc1cccc(S(=O)(=O)N2CCCCN3[C@H](C2)[C@H](c2ccc(-c4ccccc4)cc2)[C@@H]3CO)c1	5	1	nt	0.4	nt	nt	-20	-2
CO[C@@H]1CN(C)C(=O)c2ccc(NC(=O)C3CCOCC3)cc2OC[C@H](C)N(C(=O)c2ccccc2)C[C@H]1C	2	nt	7	-3.6	-3	-0.2	-5	-6
O=C(C[C@@H]1CC[C@H](NC(=O)C2CCOCC2)[C@H](CO)O1)Nc1nccs1	-3	0	-4	-0.6	1	0.1	5	-4
O=c1oc2cc(O[C@@H]3OC[C@@H](O)[C@H](O)[C@H]3O)ccc2c2ccccc12	19	3	19	-3.3	8	0.3	-13	1
CCNC(=O)[C@H]1[C@H](CO)[C@H]2Cn3c(ccc(-c4ccccc4)c3=O)[C@H]2N1Cc1cc(F)ccc1F	-1	-2	-4	-0.4	0	0.0	-10	4

# Reformatted with values under each structure: entries from further up
# Order of values – RAD54 branch, ERAP1 inh, GSIS activator, CFTR F508del cor, esBAF inh, XiGFP reactiv, RAD52 inh, ARNT TACC3 PPI
CCCOc1ccc(C(=O)NCCN2CCOCC2)cc1
  -2, -1, 8, 2.2, 2, 0.0, -17, -3
COc1ccccc1C(=O)Nc1ccc2c3c(cccc13)CC2
  -4, -2, nt, nt, 62*, -0.1, -51, 2

# High-throughput results (PubChem)
